Compound activity from PubChem.
BRCA1 expr up: BRCA1 expression activation; MCF7-BRCA1-FFLuc reporter, luminescence, 48 h; response scale: scaled: vehicle 0%, 10 µM genistein 100%; hit rate 1.1% among 380,000; Potency, µM (top dose mostly 46.1 µM), inactives show at the highest dose activation, most hits filed as activators; AID 624202; further: nearly all actives have a fitted effect of over 80% in size; some results filed as inactive show a strong effect at the top dose
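Quantitative HTS in MCF7 cells stably reporting BRCA1 expression via firefly luciferase. Compound treatment lasts 48 h at 37 °C in phenol-red free MEM. Activation is expressed relative to genistein at 10 microM and DMSO.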
ELG1 genotox: inducers of genotoxicity in HEK293T ELG1-luciferase cells; HEK293T ELG1-luciferase reporter, luminescence, 16 h; Potency, µM (titrated, usually from 46 µM), inactives show at the highest dose activity change, positive = activation, actives largely listed as activators; hit rate 1.3% among 330,000; further: % of control where 0% means no effect; nearly all actives have a fitted effect of over 60% in size
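Genotoxic stress is detected as increased luminescence from luciferase-tagged ELG1 in HEK293T cells, measured with ONE-Glo after a 16 hr treatment at 37 °C.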
MBNL1-CUG inh: MBNL1-poly(CUG) RNA binding inhibition | TR-FRET MBNL1-His/biotin-(CUG)12 binding, 665/545 ratio | Potency, µM (series often up to 57.5 µM), without a hit: at the highest dose activity change, negative = inhibition, hits mostly inhibitors | hit rate 0.036% among 280,000 | AID 2675; active means well fitted inhibition curve with a large enough effect in the signal ratio, with a control signal flat, not every such curve was filed as active; inconclusive means small, poorly fitted or top-dose-only effect, or effect the other way, or a change in a side signal; inactive means no such curve, though single readings can be large or run the other way; the % refers to the signal ratio; further: on the % scale 0 is the no-effect control and ±100 the full control effect
Target sequence (Q9NR56 whole entry, looked up): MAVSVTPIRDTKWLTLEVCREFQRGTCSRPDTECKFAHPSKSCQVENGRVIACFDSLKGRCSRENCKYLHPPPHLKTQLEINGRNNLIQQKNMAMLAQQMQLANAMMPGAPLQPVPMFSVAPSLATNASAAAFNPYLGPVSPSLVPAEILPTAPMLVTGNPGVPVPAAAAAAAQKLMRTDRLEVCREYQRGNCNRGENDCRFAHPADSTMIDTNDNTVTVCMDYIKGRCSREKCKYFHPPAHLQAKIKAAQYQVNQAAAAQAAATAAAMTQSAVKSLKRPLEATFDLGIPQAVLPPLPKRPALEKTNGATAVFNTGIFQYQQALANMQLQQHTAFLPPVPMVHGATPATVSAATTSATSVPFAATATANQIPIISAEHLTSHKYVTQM
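Compounds (final 92 nM to 58 uM) are added to His-tagged MBNL1 and biotin-(CUG)12, then terbium anti-His antibody and streptavidin-XL665 (5 nM final). After 60 min at room temperature, the 665/545 nm ratio is read.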
Rab9 promoter act: activates the Rab9 promoter. Huh7 Rab9 promoter-luciferase reporter, luminescence, 24 h. Potency, µM (titrated, usually from 9.22 µM), for inactives: top-dose activation, negative = inhibition, most hits filed as activators. hit rate 2.8% among 320,000. AID 485297; further: % of control where 0% means no effect; nearly all actives have a fitted effect of over 60% in size
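Luminescence read-out: Huh7 cells stably expressing Rab9-luciferase, treated 24 h with compound at 37 °C, then lysed with luciferase reagent for 10 min at ambient before reading.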
RORg inh: ROR gamma (mouse) transcription inhibition; P51450; Drosophila S2 Gal4-RORgamma UAS-luciferase reporter, 20 h; Potency, µM (highest dose often 53.6 µM), without a hit: top-dose activity change, negative = inhibition, most hits filed as inhibitors; hit rate 5.4% among 310,000; AID 2551; further: on the % scale 0 is the no-effect control and ±100 the full control effect; nearly all actives have a fitted effect of over 60% in size
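Luminescence from a UAS-regulated Photinus luciferase reporter in stably transfected Drosophila Schneider cells is measured; decreased signal marks ROR gamma inhibition. Fusion expression is induced by 700 uM copper sulfate for 20 hr.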
NPC1 prom act: NPC1 promoter activation; AID 485313; Huh7 NPC1 promoter luciferase reporter, 24 h; hit rate 2.4% among 320,000; Potency, µM (series often up to 9.22 µM), inactives show top-dose activation, actives largely listed as activators;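 further: % of control where 0% means no effect; nearly all actives have a fitted effect of over 60% in size; reporter is driven by a mutant NPC1 promoter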
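Compounds in DMSO were transferred onto Huh7 NPC1-luciferase reporter cells pre-incubated 2 h; after 24 h at 37 °C, Amplite reagent was dispensed and luminescence recorded 10 min later.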
uPA surface inh: blocks generation of uPA at the cell surface; cell surface uPA generation assay, qHTS; Potency, µM (titrated, usually from 38.3 µM), without a hit: at the highest dose activity change, negative = inhibition, most hits filed as inhibitors; hit rate 0.31% among 330,000; AID 540303; active means well fitted inhibition curve with a large enough effect; inconclusive means small, poorly fitted or top-dose-only effect; inactive means no such curve, though single readings can be large or run the other way; tested in mouse RAW 264.7 cells; further: on the % scale 0 is the no-effect control and ±100 the full control effect; nearly all actives have a fitted effect of over 55% in size
CXXC DNA block: MLL CXXC-DNA interaction inhibition | MLL-CXXC / FITC-HOXA9 DNA fluorescence polarization | Q03164 | Potency, µM (doses to about 115 µM), for the others: at the top dose activity change, negative = inhibition, hits mostly inhibitors | hit rate 0.037% among 290,000; active means well fitted inhibition curve with a large enough effect in the polarisation, with a control signal flat, not every such curve was filed as active; inconclusive means small, poorly fitted or top-dose-only effect, or effect the other way, or a change in a side signal; inactive means no such curve, though single readings can be large or run the other way; the % refers to the polarisation
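Steps: dispense CXXC domain solution (7 uM) → pin compounds or unlabeled HOX-A9 DNA control → 5 min ambient → add FLSN-HOX-A9 solution (50 nM) → spin → 30 min ambient → fluorescence polarization. Tris pH 7.5/NaCl/DTT/BSA buffer.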
VP16 counter: inhibits Gal4-VP16 luciferase reporter, ROR gamma counter-screen; AID 2546; hit rate 3.5% among 310,000; Potency, µM (doses to about 53.6 µM), for inactives: top-dose activity, negative = inhibition, hits mostly inhibitors; Drosophila S2 Gal4-VP16 UAS-luciferase, luminescence, 20 h;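 further: Gal4-VP16 expression switched on by copper sulfate through the metallothionein promoter; on the % scale 0 is the no-effect control and ±100 the full control effect; nearly all actives have a fitted effect of over 50% in size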
FLuc counter: firefly luciferase modulation, counter-screen for miR-21 project | hit rate 6.9% among 360,000 | Potency, µM (top dose mostly 57.5 µM), for the others: top-dose activity change, negative = inhibition, usual class: inhibitors | P08659 | purified FLuc, Km substrates, luminescence inhibition | AID 588342;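 further: plate controls were vehicle for no effect and reference inhibitor for full effect; nearly all actives have a fitted effect of over 55% in size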
Target sequence (P08659 whole entry, looked up): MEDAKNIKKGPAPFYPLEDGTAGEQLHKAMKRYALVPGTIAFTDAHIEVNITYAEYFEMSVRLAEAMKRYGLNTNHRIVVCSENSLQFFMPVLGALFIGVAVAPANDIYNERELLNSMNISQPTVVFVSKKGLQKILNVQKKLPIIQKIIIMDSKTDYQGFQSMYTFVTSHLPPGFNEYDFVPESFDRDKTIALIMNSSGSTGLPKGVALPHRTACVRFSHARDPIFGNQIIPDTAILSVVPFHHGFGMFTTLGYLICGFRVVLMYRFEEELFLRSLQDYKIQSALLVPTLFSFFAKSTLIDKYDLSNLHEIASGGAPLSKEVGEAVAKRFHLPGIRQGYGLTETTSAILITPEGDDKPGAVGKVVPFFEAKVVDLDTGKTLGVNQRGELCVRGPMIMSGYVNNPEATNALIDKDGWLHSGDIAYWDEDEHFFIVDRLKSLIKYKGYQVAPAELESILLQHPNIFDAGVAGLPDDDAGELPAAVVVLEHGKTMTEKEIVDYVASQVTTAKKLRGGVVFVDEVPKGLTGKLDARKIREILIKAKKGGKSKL
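Purified P. pyralis luciferase (10nM final) with 10uM D-luciferin and 10uM ATP (Km levels) in 50mM Tris acetate pH 7.5, 10mM Mg acetate, 0.01% Tween-20, 0.05% BSA; qHTS 6-point titration, ~60 µM downward; luminescence read.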
p53 reactivator: re-activators of mutant p53. H1299 p53-A138V BP100-luciferase reporter, luminescence, 24 h. Potency, µM (titrated, usually from 92.2 µM), for inactives: at the top dose activity change, positive = activation, most hits filed as activators. hit rate 0.063% among 320,000. AID 504706; further: % of control where 0% means no effect; nearly all actives have a fitted effect of over 45% in size
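p53-null H1299 cells stably carrying temperature-sensitive p53-A138V and a BP100-luciferase reporter were pinned with compounds (4-point, 1:5 series) and held 24 hrs at 37 deg C. Luminescence was read 10 min after detection reagent.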
* hit, by the source's call; ? = inconclusive; nt = not tested or not shown; [ ] = another dose, or the depositor's remark. Unless noted, the call rests on the fitted dose curve; in most records, active means well fitted curve in the direction sought with a large enough effect; inconclusive means small, poorly fitted or top-dose-only effect, or another doubt; inactive means no such curve, though single readings can be large; an effect the other way counts as inactive or inconclusive. Potency means the concentration at half of the fitted maximal effect.

| structure | BRCA1 expr up | ELG1 genotox | MBNL1-CUG inh | Rab9 promoter act | RORg inh | NPC1 prom act | uPA surface inh | CXXC DNA block | VP16 counter | FLuc counter | p53 reactivator |
| --- | --- | --- | --- | --- | --- | --- | --- | --- | --- | --- | --- |
| CCOC(=O)c1c(NC(C)=O)sc2c(O)cccc12 | 7%[1.84 µM] | -6% | -3% | -9% | -7% | -2% | -1% | -1% | -6% | 3% | -5% |
| CCOc1ccc(Br)cc1CNCCN1CCOCC1 | -11% | -2% | -4%[11.5 µM] | -3% | -12% | -2% | -3% | -3% | 2% | 0% | -13% |
| CC(=O)Nc1nc(CC(C)C)cc(-c2ccco2)c1C#N | 0% | nt | -3% | nt | 22% | nt | nt | 3% | 0% | 1% | nt |
| O=C(N/N=C\c1ccc(O)c([N+](=O)[O-])c1)c1ccccc1-n1cccc1 | 2% | 3% | nt | -3% | 36% | 2% | -3% | 7% | -9% | ? | -2% |
| O=C(Nn1cnc2ccccc2c1=O)c1c(F)cccc1F | -3% | 0% | -5% | 21% | 8% | -8% | -12% | 0% | 2% | 4% | 3% |
| COc1ccc(N2CCN(Cc3nc4cc(Cl)ccc4c(=O)[nH]3)CC2)cc1 | -1% | -1% | -2% | -1% | 15% | -11% | -7% | -23% | 1% | -1% | -1% |
| CCNC(=O)CSc1nc2cc(OC)c(OC)cc2c(=O)n1CCC1=CCCCC1 | nt | 7% | 0% | 2% | -27% | -1% | nt | -13% | 2% | 2% | 6% |
| O=C(c1ccccc1Cl)N1CCN(Cc2ccc3c(c2)OCO3)CC1 | -12% | -5% | 8% | -4% | -15% | 3% | ? | -1% | -19% | -2% | -6% |
| O=C(NCC(c1ccc(F)cc1)N1CCOCC1)c1cc(F)c(F)c(F)c1F (configuration not stated) | -26% | 0% | -10% | 1% | -27% | -2% | -2% | 11% | 3% | 4% | -2% |
| O=C(c1ccc(NC(=O)C(c2ccccc2)c2ccccc2)cc1)c1ccc(C(=O)O)c(C(=O)O)c1 | -10% | 3% | -5% | 8% | -5% | -1% | -1% | -14% | 8% | -8% | 12% |
| CCc1nnc(NC(=O)c2ccc(N3C(=O)CCC3=O)cc2)s1 | 8% | 8% | -6% | 2% | 11% | 6% | 1% | -5% | -3% | -5% | ? |
| Cc1ccccc1-c1nc(CN2CCC(C(=O)NCCCN3CCCC3)CC2)c(C)o1 | 1% | 0% | -5% | -10% | 10% | -1% | 5% | 7% | -13% | 1% | ? |
| COc1cc(Nc2ncnc(N)n2)cc(OC)c1OC | -12% | ? | 0% | -1% | 5% | 1% | -6% | 5% | 3% | -3% | -5% |
| O=C1N2CCSC2=NC1(Nc1nccs1)C(F)(F)F (configuration not stated) | 14% | 1% | -2% | 3% | 2% | 5% | 1% | 2% | -2% | 2% | 11% |
| COCCn1c(C)cc(C(=O)CSc2nnc(-c3cccnc3)n2-c2ccccc2F)c1C | -4%[1.84 µM] | 1% | -5% | 5% | 20% | -2% | 2% | -4% | -8% | ? | -2% |
| Oc1cc2ccccc2cc1-c1nnc2n1-c1ccccc1SC2 | -15% | -6% | 1% | -3% | 18% | 1% | 2% | 19% | 6% | -2% | -7% |
| COc1ccc(CCNC(=O)CSc2nc3ncccc3[nH]2)c(OC)c1 | -13% | 1% | 3% | 6% | 10% | -3% | -2% | 19% | -1% | 2% | -2% |
| COc1ccccc1N1CCN(S(=O)(=O)c2cccc3nsnc23)CC1 | -10% | -9% | ? | -7% | 4% | 1% | nt | -1% | 4% | 0% | 7% |
| COc1cccc(C(C(=O)NCc2ccco2)N(C(=O)Cn2nnc3ccccc32)C2CC2)c1OC (configuration not stated) | -5% | -4% | -10% | 0% | 39% | 1% | 0% | 0% | 1% | 2% | 3% |
| CC(C)c1nc2oc3ccccc3c(=O)c2c(=O)n1-c1ccccc1 | 2% | 19% | 2% | 22% | ? | 2% | nt | -6% | -12% | -5% | ? |
| Cn1ccnc1SCC(=O)Nc1ccc(Cl)cn1 | 5% | 8% | 0% | -1% | 0% | 8% | 1% | 32%[activator] | 10% | 1% | -4% |
| O=C(Nc1ccc(Br)cc1)c1cnccn1 | 8.9µM* | ? | 0% | 3.5µM* | 29% | ? | 4% | 5% | 9% | ? | ? |
| CCOC(=O)N1CCN(C(=O)CSc2nnc(-c3cccc(OC)c3)o2)CC1 | -25% | -4% | 5% | -9% | -14% | -3% | 1% | -2% | 1% | -13% | -16% |
| CCOc1ccc(S(=O)(=O)Nc2cccc(N(C)S(C)(=O)=O)c2)cc1 | -17% | -2% | -14% | -18% | 1% | 1% | -10% | -1% | -24% | -7% | -8% |
| Cc1cc(C)cc(N=c2c([N+](=O)[O-])nn(-c3ccc(Cl)cc3)n2O)c1 | -21% | -16% | ? | 0% | 14% | 22% | -1% | 4% | 1%[10 µM] | 2% | 2% |
| CSCCC(NC(=O)c1ccccc1)C(=O)Nc1ccncc1 (configuration not stated) | -6% | 1% | nt | -2% | nt | 0% | -2% | nt | nt | -1% | -15% |
| Cc1cc(=O)oc(C)c1C(=O)Nc1cccc2nonc12 | 7% | -3% | ? | -1% | -1% | 1% | -3% | -4% | 1% | 3% | 18% |
| Cc1ccc(C(=O)CSc2nnc(-c3ccccc3N)n2C)cc1 | 40% | -3% | 0% | 4% | -7% | 13% | 2% | -1% | -7% | ? | ? |
| COCc1cc(N2CCOCC2)nc(SCc2ccc(Cl)cc2)n1 | 0% | -9% | -3% | 2% | ? | -4% | 2% | 0% | 10% | -1% | -3% |
| Cc1cccc(N(Cc2cc3ccc(C)cc3[nH]c2=O)S(=O)(=O)c2ccccc2)c1 | -23% | -6% | 3% | 7% | -12% | -4% | -13% | 8% | 7% | 1% | 2% |
| O=C(NCc1ccco1)C12CC3CC(CC(C3)C1)C2 | 0% | 0% | 6% | 0% | 9% | -2% | -8% | -2% | -8% | 0% | -1% |
| COc1ccccc1C1/C(=C(/O)c2ccccc2)C(=O)C(=O)N1CC(C)O (configuration not stated) | -1% | 1% | -4% | -8% | -18% | -1% | 6% | 2% | 1% | -2% | 1% |
| COc1cc(Nc2ccccc2Cl)c([N+](=O)[O-])nc1[N+](=O)[O-] | -81% | ? | ? | -3% | -12% | -2% | ? | 3% | 6% | 0% | 0% |
| Cc1noc(C)c1S(=O)(=O)N1CCCCC1 | -2% | 5% | -5% | 1% | 10% | -1% | 3% | 15% | -3% | 7% | -1% |
| Cc1nn(Cc2ccccc2)c(C)c1NC(=O)CSc1nc(C2CC2)nc2c1cnn2-c1ccccc1 | -13% | -3% | ? | -1% | 9% | -1% | 0% | 23% | -3% | 5% | -4% |
| O=C(Oc1ccccc1)c1ccc(COC(=O)c2cnccn2)cc1 | -15% | 11% | 0% | 0% | -13% | 0% | 3% | 21% | 13% | ? | 3% |
| COc1ccccc1N(CC1CO1)S(=O)(=O)c1ccccc1 (configuration not stated) | 0% | -1% | -2% | 0% | 12% | -3% | -1% | -1% | -20% | 0% | 9% |
| CC1(c2ccccc2)NC(=O)N(CC(=O)Nc2ccc(S(=O)(=O)Nc3ncccn3)cc2)C1=O (configuration not stated) | 0% | 5% | nt | -5% | nt | 0% | -4% | nt | nt | 0% | 1% |
| COC(=O)c1cc(OC)c(OC)cc1NC(=O)c1csc(C)c1 | 12% | 15% | 2% | 4% | -3% | 0% | -2% | 3% | -29% | -1% | -4% |
| CC(C)c1ccc(NC2CCCN(C(=O)c3ccc(Cn4cnnn4)cc3)C2)cc1 (configuration not stated) | -35% | -4% | 49%[activator] | -11% | 16% | -2% | -9% | 9% | -4% | 0% | 14% |
| Cc1ccc(-c2ccc(/C=N/NC(=O)Cc3nnc(N)s3)o2)cc1Cl | 3% | 0% | 5% | -9% | 24% | -3% | -4% | 2% | 4% | ? | -1% |
| N#Cc1c2c(c(=S)n(-c3ccccc3)c1N)CCCC2 | -29% | 3% | ? | 2% | 1% | 0% | -7% | -5% | -1% | -1% | -14% |
| CC1CC2=C(C(=O)O1)C(c1ccc(Cl)cc1)Nc1ccccc1N2 (configuration not stated) | -13% | 0% | 10% | -2% | 42% | -3% | -7% | 6% | 5% | 6% | ? |

Single entries from the list.
COc1ccccc1C1/C(=C(/O)c2ccccc2)C(=O)C(=O)N1CC(C)O (configuration not stated) in VP16 counter reads 1%
Cc1noc(C)c1S(=O)(=O)N1CCCCC1 in Rab9 promoter act reads 1%

An excerpt; rates above refer to the full screens.
